M17LAP inhibition: P. falciparum M17LAP inhibitors, primary screen, biochemical, fluorogenic H-Leu-NHMec substrate, 1536-well (AID 1619). recombinant M17LAP, H-Leu-NHMec fluorogenic kinetic assay; higher % means a stronger effect. one-dose inhibition, % at 30 µM; IC50 in µM for titrated hits. actives 0.38% (n = 220,000);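 active = compound inhibiting the enzyme by more than half at any dose during confirmatory dose-response retesting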;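 also: plate controls were full reaction with DMSO carrier for no effect and no enzyme background for full effect; strong numbers were not always called active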
Ins promoter up: MIN6 insulin promoter up-regulation | z-score at 5 µM | AID 1625 | MIN6 insulin promoter-GFP reporter, high-content imaging; hits give high values | actives 0.3% (n = 190,000);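 active = z-score above 3 at 5 µM with at least 500 cells counted in the well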
Yfh1-depleted yeast: enhancers of respiration in Yfh1-depleted yeast, dose response, Friedreich's ataxia, plus single-dose screen (AID 1465); S. cerevisiae Yfh1-off respiration, WST-1 reduction, 72 h; higher fold induction means a stronger effect; actives 0.074% (n = 220,000); fold induction at 50 µM, or EC50 in µM where a hit was titrated;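 active = fold induction of absorbance versus untreated yeast above a set limit, then at least 30% activation at any dose in follow-up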;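 also: activators that raise dye reduction in frataxin-depleted yeast; strong numbers were not always called active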
b-catenin transl: alters nuclear translocation of beta-catenin in HeLa cells. immunofluorescence imaging. nuclear translocation activity, % at 5 µM. actives 0.3% (n = 190,000). AID 1665;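 active = nuclear translocation activity above 50% at 5 µM, with a well cell count of 50 or more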;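 also: per-cell ratio of nuclear to cytoplasmic median beta-catenin stain intensity; plate controls were DMSO negative control for no effect and GSK-3 inhibitor IX positive control for full effect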
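System: Human HeLa cells, endogenous beta-catenin | Compound dosing: 5 µM primary, 0.02–20 µM confirmation | Timing: 24 h compound exposure at 37°C, 5% CO2 | Measured by: Fluorescence imaging of beta-catenin antibody stain plus DAPI | Read-out basis: % activation of per-cell nuclear versus cytoplasmic median beta-catenin signal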
Autophagy mod: modulators of autophagy. MEF GFP-LC3 puncta imaging; test concentration mostly 10 µM. calls only at 10 µM (by protocol). actives 0.98% (n = 190,000);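 active = percentage of spot-positive cells more than 3 SD above its plate mean, without a fluorescence outlier flag or 80% toxicity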;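 also: spot-positive cell cutoff set from DMSO-treated cells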
HEK293 NOD2/NF-kB: NOD2 signaling inhibitors, cell-based, luminescence, uHTS, HEK293 (AID 1566); actives 0.63% (n = 290,000); inhibition, % at 4 µM; hits with a dose series show EC50 in µM; HEK293 NOD2/NF-kB luciferase reporter, luminescence; higher % means a stronger effect; in the data active = inhibition above about 50%; also: many of its hits are not listed in these tables
Dynein transport: dynein cargo transport inhibition | 3617.4 mouse cells, GR-EGFP nuclear translocation imaging; test concentration mostly 20 µM; stimulated with dexamethasone, 1 µM; hits give low values | actives 0.47% (n = 220,000) | z-score, hits read low | AID 1381;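 active = plate z-score of nuclear minus cytoplasmic receptor signal below a set negative limit, without overly bright fluorescence or cell loss, cut at about -3.5 in these data, passing the limit was not always enough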;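 also: z-score of nuclear minus cytoplasmic ring GR-EGFP intensity difference per well; some compounds called inactive have numbers as strong as hits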
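Buffer or medium – tet-free medium with charcoal-stripped serum · Signal – automated 10x imaging of fixed Hoechst-stained cells · Also added – dexamethasone agonist, 1.0 µM final, for 30 min · Incubation – induction 48 h, compound 1 h, agonist 30 min · Read-out – GR-EGFP nuclear translocation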
NOD1 NF-kB reporter: NOD1 signaling inhibitors, primary screen, cell-based, luminescence, uHTS (AID 1578) | actives 1% (n = 290,000) | inhibition, % at 4 µM; hits with a dose series show EC50 in µM | NOD1-driven NF-kB luciferase reporter cells, luminescence; higher % means a stronger effect; in the data active = inhibition mostly above about 36%, no sharp cut-off; inactive = mostly below about 34%;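 also: HEK-293T reporter cells stimulated with the NOD1 agonist gamma-tri-DAP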
MT stabilize HCS: microtubule stabilizers in HeLa cells. HeLa tubulin immunostaining HCS, 24 h; share of cells brighter than vehicle mean+2SD. % tubulin-high responders, % at 10 µM. actives 0.83% (n = 200,000);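 active = plate Z-score above 3 for both tubulin-high and condensed-nucleus cell shares, with cell loss under 80%, at 10 µM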;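 also: anti alpha tubulin signal scored within the nucleus-defined area of each cell; some results filed as inactive read as strong as hits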
Dynein transport cytoplasmic EGFP: also measured in Dynein transport; calls as there; z-score; measured here: cytoplasmic GR-EGFP intensity; hits give high values
Dynein transport nuclear GR-EGFP: also measured in Dynein transport; calls as there; z-score; measured here: nuclear GR-EGFP intensity;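 lower value marks the stronger effect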
Dynein transport cell count: recorded beside Dynein transport, whose call it bears; z-score; measured here: cell count per field
Ins promoter up cell count: second read-out of Ins promoter up, no call of its own (marks repeat the call); cell count; measured here: cytotoxicity, nuclei count;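 total cells summed across four imaged fields per well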
b-catenin transl cell count 5 µM: second read-out of b-catenin transl, no call of its own (marks repeat the call); cell count; measured here: cell count, cytotoxicity flag
MT stabilize HCS Hoechst-high %: further read-out of MT stabilize HCS, marked with its call; % Hoechst-high responders; measured here: nuclear condensation Hoechst responders;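 share of cells brighter than vehicle mean plus two SD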
MT stabilize HCS cytotoxicity %: also measured in MT stabilize HCS; calls as there; toxicity, %; measured here: cytotoxicity by cell density;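 0% = mean cell density of plate MIN control wells and 100% = no cells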
Autophagy mod cell loss 18 h: second read-out of Autophagy mod, no call of its own (marks repeat the call); toxicity, %; measured here: cell loss, nuclei count;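 cell loss after 18 h compound exposure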
* hit, by the source's call; i = inactive; · = no result given. Not all compounds are listed; count on the stated rates, not on these rows.

SMILES	M17LAP inhibition	Ins promoter up	Ins promoter up cell count	Yfh1-depleted yeast	b-catenin transl	b-catenin transl cell count 5 µM	Autophagy mod	Autophagy mod cell loss 18 h	HEK293 NOD2/NF-kB	Dynein transport	Dynein transport cytoplasmic EGFP	Dynein transport nuclear GR-EGFP	Dynein transport cell count	NOD1 NF-kB reporter	MT stabilize HCS	MT stabilize HCS Hoechst-high %	MT stabilize HCS cytotoxicity %
COc1cc(Cl)c(S(=O)(=O)NCc2cccnc2)cc1Cl	-8%	0.44	1230	i	-3.4	957	i	-8	11%	0.14	-0.094	0.23	0.27	-3%	3.2	2.5	6.9
Cc1ccsc1-c1ccnc(-n2cccc2)n1	4%	·	·	·	·	·	i	-4	-7%	-0.36	-0.049	-0.47	0.38	-8%	3.0	2.4	0.9
COc1ccc(C2=NN(C(=O)CSc3nc4ncc(Cl)cc4[nH]3)C(c3ccco3)C2)cc1 (stereo not given)	35%	-0.21	1449	i	-2.0	1117	i	-3	-18%	-1.1	-0.2	-0.8	0.22	-35%	4.7	4.5	5.7
COc1ccc(Nc2cc(C(=O)NCCCN3CCOCC3)c3ccccc3n2)cc1OC	16%	0.15	976	i	-3.4	1209	i	4	16%	1.8	0.2	0.83	-0.94	0%	4.2	1.4	5.1
CCOC(=O)c1ccc(NC(=O)C(C)Sc2nc(O)c(-c3ccccc3)c(=O)[nH]2)cc1 (stereo not given)	11%	0.22	1628	i	0.5	1007	i	16	-21%	-0.038	-0.3	0.064	0.25	-43%	1.2	1.7	2.3
CC(C)CN(CCCNC(=O)CN1C(=O)CSc2ccc(S(=O)(=O)N3CCOCC3)cc21)CC(C)C	-3%	-0.45	1165	i	0.3	1154	i	7	11%	0.49	0.57	1	-0.56	-35%	7.2	2.6	7.8
COc1ccc(OC)c(N2C(=O)CC(Cc3cc(C)cc(C)c3)C2=O)c1 (stereo not given)	4%	-0.13	1190	i	2.0	1036	i	-7	15%	-0.18	-0.21	0.29	-0.34	-26%	3.7	2.3	1.0
CCCc1c(CC)c(=N)c2ccccc2n1C	-19%	-1.2	1363	i	-1.3	1074	i	6	-18%	0.3	-0.18	0.4	0.092	-5%	1.6	1.2	1.3
CC(=O)Nc1cccc(NC(=O)C(=O)c2cn(CC(=O)N3CCCCC3)c3ccccc23)c1	4%	·	·	i	1.7	1048	i	20	-2%	0.46	0.44	0.43	-0.51	-6%	1.8	0.6	3.2
COc1ccc(C(=O)Nc2ccc(S(=O)(=O)N3CCCC3)cc2)c(OC)c1	2%	-0.02	938	i	-1.4	1137	i	-1	14%	0.11	0.44	0.62	-0.71	-17%	1.3	1.2	6.6
Cc1nc(SCCC(=O)O)c2ccccc2n1	2%	-0.18	1041	i	-1.4	1048	i	13	4%	-0.48	-0.31	0.35	0.44	-12%	2.3	3.5	7.4
Cc1[nH]c(=O)[nH]c(=O)c1CSc1nnc(CCCCCNC(=O)OC(C)(C)C)o1	13%	·	·	i	-0.5	1197	i	-16	-7%	-0.28	-0.22	-0.11	1	-4%	1.4	2.0	4.8
N/C(Cc1cccc2ccccc12)=N\OC(=O)COc1ccccc1	3%	0.41	1158	i	-0.9	859	i	-11	10%	-0.36	-0.058	-0.53	0.77	-21%	4.4	2.6	10
COC(=O)c1ccc(Cl)c(NC(=O)CN2CCOCC2)c1	2%	·	·	i	·	·	i	-13	1%	0.71	-0.23	0.14	-0.3	-19%	3.7	2.5	9.3
CSCC(=O)N1CCCC(CNC(=O)c2ccccc2Cl)C1 (stereo not given)	1%	·	·	i	-3.0	1028	i	-6	-27%	-0.19	-0.26	0.2	0.67	1%	2.3	2.2	7.4
O=C(Cc1cccs1)Nc1ccc(Cl)cc1	-3%	-1.4	1171	i	·	·	i	3	-33%	-0.64	-0.28	-0.59	0.38	-26%	3.4	1.7	3.3
O=C(CCC(=O)OCc1ccc([N+](=O)[O-])cc1)Nc1ccccc1Cl	19%	0.77	1449	i	0.5	1543	i	-10	-7%	0.97	-0.25	0.079	1.3	-18%	2.4	1.5	1.9
C(=N\N1CCN(C2c3ccccc3-c3ccccc32)CC1)/c1ccncc1	0%	·	·	i	-2.4	1075	i	-12	0%	2.1	-0.19	0.75	-2	-17%	3.8	1.8	11
CCOC(=O)N1CCC(N(CCN(C)C)C(=S)Nc2ccc(OCC)cc2)CC1	22%	1.3	1727	i	-0.1	911	i	-10	16%	0.37	-0.22	0.081	1.1	7%	2.4	1.2	7.9
CCOc1cccc(CN2CCN(CCc3ccccc3)C(CCO)C2)c1O (stereo not given)	-8%	-0.66	1376	i	0.6	1060	i	-11	0%	0.44	-0.32	0.25	0.78	-28%	2.6	1.9	4.6
CC(=O)Nc1ccc2c(c1)nc1n2CCOC1	-4%	0.96	870	i	·	·	i	-7	13%	0.92	0.025	0.52	-0.15	1%	2.7	1.5	8.5
CCOC(=O)N/N=C1\CC(C)CC(C)(C)C1 (stereo not given)	16%	-0.03	1527	i	-1.5	963	i	10	15%	-0.096	-0.28	0.081	0.51	-20%	1.5	2.0	0.1
CC(NC(=O)c1cc(-c2cccs2)on1)c1ccccc1 (stereo not given)	10%	-0.42	1463	i	-0.8	861	i	22	-2%	0.12	-0.026	0.44	-0.46	-18%	6.1	3.2	7.2
O=C(O)Cn1nc(C(F)(F)F)c2c1CCCC2	1%	1.8	1175	i	1.6	1084	i	-19	3%	-0.15	-0.26	-0.073	0.23	-24%	1.5	1.7	7.5
CSc1ccccc1NC(=O)Nc1cccc(Cl)c1Cl	-4%	-0.7	963	i	-0.9	1149	i	-4	-4%	2.2	-0.22	1	-0.6	3%	3.2	1.4	9.5

Later entries:
SMILES	M17LAP inhibition	Ins promoter up	Ins promoter up cell count	Yfh1-depleted yeast	b-catenin transl	b-catenin transl cell count 5 µM	Autophagy mod	Autophagy mod cell loss 18 h	HEK293 NOD2/NF-kB	Dynein transport	Dynein transport cytoplasmic EGFP	Dynein transport nuclear GR-EGFP	Dynein transport cell count	NOD1 NF-kB reporter	MT stabilize HCS	MT stabilize HCS Hoechst-high %	MT stabilize HCS cytotoxicity %
O=C(NC(Nc1ccc(F)cc1)(C(F)(F)F)C(F)(F)F)c1cccnc1	11%	0.04	1234	i	1.3	532	i	-1	-13%	0.16	-0.19	0.14	-1	-30%	2.1	2.7	5.1
CN(c1ccc(C(=O)O)cc1)S(=O)(=O)c1ccc(Cl)cc1	-19%	0.19	1292	i	-0.4	1076	i	2	3%	0.82	-0.13	0.34	0.2	-9%	5.8	3.2	9.9
O=C(COc1ccc(F)cc1)N(c1ccccn1)C1CCCCC1	-7%	·	·	i	0.2	960	i	19	-8%	1	-0.065	2.1	-1.4	-17%	6.5	3.5	5.9
CCOC(=O)Cc1nnc(NC(=O)C(CC)Sc2nncn2C)s1 (stereo not given)	6%	1.6	2072	i	-3.2	1136	i	0	8%	-0.2	-0.21	0.00032	0.76	-12%	2.4	2.4	6.6
O=C(O/N=C1\CCCc2ccccc21)c1ccc(F)cc1	5%	-0.76	1834	i	-1.1	1064	i	10	4%	-0.18	-0.24	0.24	1.7	4%	3.3	1.9	1.0
CCOC(=O)c1cc(-c2ccccc2)n(CCC(=O)N2CCN(c3ccc(OC)cc3)CC2)c1C	6%	-0.1	1439	i	-3.6	541	i	4	18%	-0.1	-0.19	-0.028	0.12	-7%	1.4	1.3	7.8
CSc1nsc(SC)c1NC(=O)OCCc1ccccn1	6%	-0.63	1109	i	-1.3	1156	i	1	11%	-0.18	-0.054	0.11	0.29	-26%	1.7	2.0	2.9
CCS(=O)(=O)Nc1cccc(-c2nc3cccnc3s2)c1C	1%	1.7	1793	i	-2.7	1060	i	1	6%	0.12	-0.025	0.15	-0.95	-34%	2.3	2.6	3.1
CC(C)[C@H](NC(=O)c1ccccc1)C(=O)O	-3%	-0.25	1356	i	-0.1	1041	i	3	9%	0.26	-0.27	1	-1.3	-29%	1.7	1.4	2.2
CCOC(=O)C(=O)Nc1ccccc1C(=O)OCC	1%	0.39	1687	i	0.1	1566	i	-2	-3%	-0.5	-0.057	-0.31	0.26	-47%	3.8	1.6	6.6
CNC(=O)CC1C(=O)N(c2ccc(OC)cc2)C(=S)N1NC(=O)c1cccc(F)c1 (stereo not given)	-6%	-0.17	1358	i	6.9	919	·	·	11%	0.33	-0.26	0.16	0.1	-2%	·	·	·

Screening data (PubChem)
